# Source: PubChem BioAssay
# FadD28 FP inh: inhibitors of FadD28 bisubstrate probe binding, primary screen, biochemical, fluorescence polarization, single point; Mycobacterium tuberculosis FadD28 fatty-acid-AMP ligase; inhibition, % at 12.5 µM; 360,000 tested, 0.22% active; AID 588549, 2011; in the data active = inhibition above about 8.5%, passing the limit was not always enough; inconclusive = no clear call, values can overlap the other calls
# MazEF act: activators of E. coli MazEF toxin-antitoxin RNase, primary screen, biochemical, fluorescence, uHTS; Endoribonuclease toxin MazF (Escherichia coli (strain K12)), P0AE70; FAM/BHQ RNA-DNA oligo cleavage fluorescence, 5 h; activation, % at 20 µM; 350,000 tested, 0.32% active; AID 504720, 2011; in the data active = activation above about 50%
# Target sequence (P0AE70 whole entry, looked up): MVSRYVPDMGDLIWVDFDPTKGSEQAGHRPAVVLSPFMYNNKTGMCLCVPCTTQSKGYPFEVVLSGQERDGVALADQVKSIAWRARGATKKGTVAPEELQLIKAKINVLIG
# Mtb UGM inh: M. tuberculosis UGM enzyme inhibitors, primary screen, biochemical, fluorescence polarization, single point; AID 504406, 2011; purified UGM, fluorescence polarization probe displacement; inhibition, % at 10 µM; 320,000 tested, 0.06% active; UDP-galactopyranose mutase (Mycobacterium tuberculosis (strain ATCC 25618 / H37Rv)), …; in the data active = inhibition above about 10%, passing the limit was not always enough; inconclusive = no clear call, values can overlap the other calls
# CCHF vOTU inh: CCHFV vOTU protease inhibitors, primary screen, biochemical, Pep-AMC substrate, fluorescence | inhibition, % at 11.5 µM | AID 651958, 2012 | Crimean-Congo hemorrhagic fever virus L polyprotein viral ovarian tumor (vOTU) protease … | 370,000 tested, 0.55% active; note: 0% = vehicle wells with enzyme and 100% = no enzyme wells
# GDH-TPI counter: GDH-TPI coupling enzyme inhibitors, primary screen, artefact control for M. tuberculosis FBA inhibitor project, biochemical, absorbance, full deck; GDH-TPI coupled enzyme counterscreen, NADH absorbance; inhibition, % at 4.8 µM; 360,000 tested, 1.2% active; AID 588335, 2011;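 note: 0% = DMSO wells and 100% = wells lacking the enzyme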
# Rv3671c inh: Rv3671c serine protease inhibitors, primary screen, biochemical, fluorescence polarization, M. tuberculosis H37Rv. 320,000 tested, 0.048% active. P9WHR9. inhibition, % at 5.96 µM. AID 2606, 2010; in the data active = inhibition above about 38%;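 note: extracellular domain of Rv3671c used as enzyme; 0% = enzyme with DMSO and 100% = no enzyme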
# Target sequence (P9WHR9 whole entry, looked up, the tested form may be a part): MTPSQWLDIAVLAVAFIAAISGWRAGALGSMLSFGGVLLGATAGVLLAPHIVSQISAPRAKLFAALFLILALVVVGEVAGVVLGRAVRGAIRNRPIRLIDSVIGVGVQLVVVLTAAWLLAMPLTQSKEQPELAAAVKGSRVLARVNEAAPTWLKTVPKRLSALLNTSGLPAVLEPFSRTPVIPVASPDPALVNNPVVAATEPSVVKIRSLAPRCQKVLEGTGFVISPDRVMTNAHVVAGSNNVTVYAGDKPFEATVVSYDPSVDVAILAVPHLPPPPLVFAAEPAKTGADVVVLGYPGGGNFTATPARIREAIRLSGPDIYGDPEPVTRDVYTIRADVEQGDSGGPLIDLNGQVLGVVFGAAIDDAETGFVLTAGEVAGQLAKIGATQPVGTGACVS
# BioA inh: M. tuberculosis BioA enzyme inhibitors, primary screen, biochemical, plate reader, single point, HTS; 360,000 tested, 0.096% active; purified M. tuberculosis BioA enzyme; AID 602481, 2012; 7,8-diaminopelargonic acid synthase BioA (Mycobacterium tuberculosis); inhibition, % at 9.99 µM; in the data active = inhibition above about 40%; inconclusive = no clear call, values can overlap the other calls
# VHR inh abs: VHR1 phosphatase inhibitors, primary screen, biochemical, absorbance, uHTS; Dual specificity protein phosphatase 3 (Homo sapiens), P51452; recombinant VHR phosphatase, pNPP absorbance; inhibition, % at 13.3 µM; 290,000 tested, 0.52% active; in the data active = inhibition above about 50%; note: some compounds called inactive have numbers as strong as hits
# Target sequence (P51452 whole entry, looked up): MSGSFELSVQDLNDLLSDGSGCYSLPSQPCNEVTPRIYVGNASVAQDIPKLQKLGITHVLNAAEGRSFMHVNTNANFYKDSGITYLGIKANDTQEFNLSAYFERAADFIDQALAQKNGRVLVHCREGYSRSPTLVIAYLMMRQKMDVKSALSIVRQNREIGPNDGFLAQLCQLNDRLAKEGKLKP
# FBA Mtb inh: Mtb FBA enzyme inhibitors, primary screen, biochemical, fluorescence, strain H37Rv; purified M. tuberculosis FBA, fluorescence read-out; inhibition, % at 1 µM; 360,000 tested, 2.3% active; AID 588726, 2011; in the data active = inhibition above about 27%;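 note: 0% = vehicle and 100% = reference inhibitor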
# Target sequence (P9WQA3 whole entry, looked up): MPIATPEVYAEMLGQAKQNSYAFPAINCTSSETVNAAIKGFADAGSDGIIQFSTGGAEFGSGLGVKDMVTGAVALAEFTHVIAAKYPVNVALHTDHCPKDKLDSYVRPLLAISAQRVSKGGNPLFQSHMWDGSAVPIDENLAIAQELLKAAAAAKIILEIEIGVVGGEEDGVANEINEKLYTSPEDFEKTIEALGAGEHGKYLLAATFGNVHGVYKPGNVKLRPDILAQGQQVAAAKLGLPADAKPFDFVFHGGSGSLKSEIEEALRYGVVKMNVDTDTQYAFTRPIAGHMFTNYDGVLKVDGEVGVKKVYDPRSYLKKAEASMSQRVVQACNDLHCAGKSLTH
# BoNT-F LC inh: BoNT/F light chain protease inhibitors, primary screen, biochemical, flow cytometry, MLPCN library; Botulinum neurotoxin type F light chain protease (Clostridium botulinum); Multiplex microsphere protease cleavage assay; inhibition, % at 10 µM; 360,000 tested, 0.22% active; in the data active = inhibition above about 35%, passing the limit was not always enough; inconclusive = no clear call, values can overlap the other calls; note: plate controls were buffer without enzyme for full effect and enzyme alone for no effect
# * = called active by the depositor; u = inconclusive; x = no result given; & = joins results of further samples. Cut-off read from the data, not from the text of the source, unless noted: active = inhibition above about 30%; inactive = the rest. Rows are unselected (roughly 4.9% active in at least one column).
SMILES,FadD28 FP inh,MazEF act,Mtb UGM inh,CCHF vOTU inh,GDH-TPI counter,Rv3671c inh,BioA inh,VHR inh abs,FBA Mtb inh,BoNT-F LC inh
Cc1ccsc1CNC1CCCCC1,0.3,-2,-1.8,2,13,0,-2.3,30,-4,3
Cc1cccc(C)c1Nc1nnc(SCC(=O)NCCCN2CCCC2=O)s1,-2.8,1,0.9,-1,2,9,9.5,x,-1,4
O=C(O)C[C@H]1c2ccccc2S(=O)(=O)N1C1CCCCC1,-0.5,3,-0.3,1,-7,-5,0.5,x,1,-12
C[C@@H]1CCC(=O)N(C[C@@H](C)CC#N)CC1,-0.2,12,-1.9,-4,5,-3,-3.0,24,6,1
CC(=O)Nc1ccc(/C=N/Nc2nc3ccccc3s2)cc1,-3.6,8,x,3,20,x,-2.9,-1,1,0
O=C(Nc1ncn[nH]1)c1ccc(S(=O)(=O)N2CCOCC2)cc1,-0.2,-5,4.0,2,-2,-4,-0.2,5,-3,-1
Cc1cccc(NC(=O)CC2CCC2)c1,-0.3,0,2.8,-8,12,-5,x,1,1,-1
CSc1ccccc1C(=O)NCc1ccccc1,0.0,-6,-1.4,-6,3,-1,-1.7,6,2,-4
COc1ccc(-c2nc3n(c(=O)c2C#N)CCS3)cc1OC,-0.8,2,3.0,-8,16,-1,x,11,8,1
CC(C)C(c1nnnn1C1CCCC1)N(C)C1CCCCC1 (stereo not given),-3.0,-3,-1.1,10,5,-4,-0.1,22,-2,-4
Nc1nc(CN2CCC(Cc3ccccc3)CC2)nc(Nc2ccccc2)n1,-1.0,-1,3.1,0,-1,-3,0.5,42,2,-2
Cc1nnc(SCc2cn3ccsc3n2)n(N)c1=O,-0.4,2,0.0,-3,0,-1,0.9,11,0,-2
CCC1Nc2ncnc(N3CCN(c4ccccc4)CC3)c2N(Cc2ccc(OC)cc2)C1=O (stereo not given),-1.1,-11,1.0,2,3,3,-0.2,x,0,-16
CCOc1ccc(N=C2SCCCN2C(=O)c2c(CC)noc2C)cc1,-2.7,2,1.3,13,3,3,-1.8,14,-1,13
O=[N+]([O-])c1ccc(-n2nnnc2-c2ccccc2)cc1,-0.8,2,1.2,2,-1,-7,0.5,20,-1,5
C[C@H]1NS(=O)(=O)c2ccc(Br)cc2O[C@H]1c1ccccc1,-1.3,3,x,-3,10,x,0.7,x,7,-4
COc1ccccc1N(CC(=O)N/N=C/c1ccccc1C(=O)O)S(C)(=O)=O,-4.1,-19,1.2,5,-8,-7,x,24,-3,-7
Cc1ccccc1OCCCCCNCCO,0.0,0,x,-32,-5,x,-0.9,0,0,-12
O=C(NCc1ccco1)c1cc(-c2ccco2)on1,0.3,6,-1.7,x,6,8,x,4,1,-2
COc1ccc(NC(=O)N(C)C[C@H]2Oc3ccc(NS(=O)(=O)c4cn(C)cn4)cc3C(=O)N([C@H](C)CO)C[C@@H]2C)cc1,-0.7,-5,x,-3,8,x,-1.6&-0.5,x,0,-6
c1ccc(C(c2nnnn2Cc2ccco2)N2CCN(c3nc4ccccc4s3)CC2)cc1 (stereo not given),-4.4,-14,-1.3,1,-11,-4,0.8,-27,-1,0
COc1ccc(C(=O)OCC(N)=O)cc1[N+](=O)[O-],-3.5,5,0.0,10,-9,-7,-0.1,-7,0,5
COc1cc2oc(=O)cc(-c3ccc(-c4ccc(O)cc4)cc3)c2c(OC)c1OC,-2.3,36,x,12,6,x,-2.0,x,1,2
Cc1cc(=O)oc2ccc(OCC(=O)N3CCC(C)CC3)cc12,0.5,9,0.6,-3,11,6,2.6,-5,10,u
COC(=O)c1c(CSc2ccc(C)c(C)c2)noc1C(=O)NCc1ccc(OC)cc1,-1.4,-12,-1.2,0,8,-20,1.8,17,4,0
COC(=O)C1(NC(=O)NC23CC4CC(CC(C4)C2)C3)CCCCC1,-4.1,-6,-1.3,-3,-4,0,x,17,-3,2
O=C(CN(Cc1ccccc1Cl)C(=O)Cn1nnc(-c2cccs2)n1)NCC1CCCO1 (stereo not given),-1.4,7,3.0,x,13,0,1.7,25,0,3
O=C(COc1ccc(Br)cc1Cl)NCCCN1CCOCC1,0.5,3,0.0,-7,-8,-4,-0.2,-2,1,4
COc1cc(C2NC(=O)NC(O)(C(F)(F)F)C2C(=O)c2ccc(Cl)cc2)ccc1O (stereo not given),-3.9,-2,-1.5,-3,4,10,1.9,31,-8,11
Cc1cc2oc(=O)cc(CN3CCCCC3)c2cc1C(C)C,-3.0,-2,0.2,13,13,11,-2.8,-9,6,-2
O=C(Nc1cccc([N+](=O)[O-])c1)N1CCN(c2ccccc2)CC1,0.0,7,-0.1,8,7,8,4.7,-19,0,-2
O=C(CSC(=O)c1ccccc1)Nc1ccccc1F,-2.7,6,1.4,1,6,-12,0.2,x,-2,-4
CC(=O)Nc1ccccc1C(=O)OCC(=O)Nc1ncccn1,-2.5,7,-1.0,6,1,-1,0.7,10,4,14
CC(=O)c1sc(NC(=O)COc2ccc(C(C)C)c(C)c2)nc1C,-1.6,-21,-2.6,-2,3,5,-0.2,7,-1,-4
C/C(=N\NC(=O)c1cccs1)c1c(O)cc(C)oc1=O,-2.7,-5,-2.1,7,9,2,0.6,0,-1,8
COCCNC(=O)C1CCCN(C(=O)c2ccc(SC(F)(F)F)cc2)CC1 (stereo not given),-5.0,x,x,0,-1,x,-0.5,x,-1,0
Cc1csc2c(N3CCN(C(=O)c4ccc(C(C)(C)C)cc4)CC3)ncnc12,-2.3,6,-0.3,-6,-3,-1,x,0,1,1
CN(C)c1ccc(C(CNC(=O)c2ccco2)N2CCCC2)cc1 (stereo not given),-1.0,6,0.8,-1,0,-1,-0.9,16,2,-4
Cc1cc(N)n(-c2ccccc2C)n1,-0.4,5,0.2,2,-1,4,x,-2,-1,2
Cc1ccc(-n2c3c(cc(C(=O)N4CCN(C)CC4)c2=O)C(=O)CC(C)(C)C3)cc1,-2.1,2,-2.0,-21,-3,-10,-0.1,13,3,9

# Four entries picked at random from the list so far, as already listed:
SMILES,FadD28 FP inh,MazEF act,Mtb UGM inh,CCHF vOTU inh,GDH-TPI counter,Rv3671c inh,BioA inh,VHR inh abs,FBA Mtb inh,BoNT-F LC inh
Cc1cc2oc(=O)cc(CN3CCCCC3)c2cc1C(C)C,-3.0,-2,0.2,13,13,11,-2.8,-9,6,-2
Cc1cc(=O)oc2ccc(OCC(=O)N3CCC(C)CC3)cc12,0.5,9,0.6,-3,11,6,2.6,-5,10,u
COC(=O)c1c(CSc2ccc(C)c(C)c2)noc1C(=O)NCc1ccc(OC)cc1,-1.4,-12,-1.2,0,8,-20,1.8,17,4,0
COC(=O)C1(NC(=O)NC23CC4CC(CC(C4)C2)C3)CCCCC1,-4.1,-6,-1.3,-3,-4,0,x,17,-3,2

# The listing continues.
SMILES,FadD28 FP inh,MazEF act,Mtb UGM inh,CCHF vOTU inh,GDH-TPI counter,Rv3671c inh,BioA inh,VHR inh abs,FBA Mtb inh,BoNT-F LC inh
CN(C(=O)COC(=O)C1CSC2(C)CCC(=O)N12)c1ccccc1 (stereo not given),1.2,1,2.9,18,6,11,-1.0,x,1,13
COC(=O)CCCCCCCCC(O)CN(C)C (stereo not given),-0.5,13,-2.0,-4,5,-4,-4.1,13,1,2
COC(=O)c1c(NC(=O)c2nc3nc(C)cc(C(F)F)n3n2)sc2c1CCC2,-2.4,-4,2.1,-11,14,0,-3.2,14,1,-1
CCOC(=O)CNC(=O)CSc1nnc(-c2ccc(OC)cc2)n1CC,-2.3,9,0.3,10,-5,2,-0.3,3,1,18
Cc1ccsc1/C=N\NC(=O)Cn1nnc2ccccc21,-0.3,7,2.8,4,18,-11,x,7,0,-10
CC(=O)c1ccc(NC(=O)CN2C(=O)/C(=C/C=C/c3ccccc3)SC2=S)cc1,-0.2,13,0.6,22,13,-48,-3.6,0,-4,13
COc1cc(C(=O)CSc2nncn2C)cc(OC)c1OC,-2.6,4,-0.7,7,-4,-2,1.0,0,1,-1
CCCCNC(=O)c1cc2c(=O)n(CC)c3ccccc3c2s1,-2.0,1,0.2,-3,12,-3,-1.1,21,7,-2
COc1ccc(-n2c3c(cc(C(=O)Nc4ccc(C)cc4)c2=O)C(=O)CCC3)cc1,-1.6,11,-0.6,2,8,-1,-0.7,x,-2,-7
COc1ccc(CNC(=O)c2cccc3c2C(=O)N(Cc2cccnc2)C3)cc1,-1.2,3,-0.7,2,6,2,26,7,3,-16
COc1ccc(N2CCN(C(=O)c3ccc(CS(=O)Cc4ccc(Cl)cc4)o3)CC2)cc1 (stereo not given),-0.2,-1,-2.8,27,2,12,1.7,-20,2,0
COc1cccc(-c2nc3ccc(C(=O)N4CCCC(O)C4)cc3o2)c1 (stereo not given),-2.4,2,1.1,5,9,3,-0.1,5,1,-3
COC(=O)c1cc2c(-c3ccccc3)cc3ccccn3c-2c1C(=O)OC,-0.6,-23,-0.3,7,35*,0,0.0,-2,-4,7
COc1cc2c(cc1OC)[C@H](C)N(C(=S)Nc1ccc(F)cc1)CC2,-3.6,0,-0.3,-15,4,7,1.4,-3,1,-6
c1ccc2c(c1)-c1cccc3cncc-2c13,-3.2,4,x,-5,-3,x,0.5,x,4,-10
Cc1ccc(S(=O)(=O)N2CCC[C@H]2C(=O)OCC(=O)c2ccc3c(c2)NC(=O)CO3)cc1,-2.0,2,3.7,-8,-1,2,-0.7,-13,-3,-6
C=CCn1c(SCC(=O)c2c(N)n(C3CC3)c(=O)[nH]c2=O)nnc1-c1ccccc1OC,-3.2,7,x,-3,0,x,-0.3,x,5,x
CCOc1ccccc1Nc1nc(N)nc(CSc2nccc(C)n2)n1,-2.0,-26,0.4,5,2,-3,-0.2,6,-10,-7
CC(C)(C)c1ccc(CSc2ccc(S(=O)(=O)N3CCOCC3)cn2)cc1,-2.2,5,-3.6,19,5,-10,0.5,x,-1,7
Cc1ccc(-c2cc(C(=O)Nc3cccnc3)c3ccccc3n2)s1,-9.2,1,-1.8,-36,8,-15,-0.5,6,42*,6
C/C(=N\NC(=O)c1ccccc1N)c1ccc(NC(=O)Cc2ccccc2)cc1,0.3,6,0.0,-14,2,x,-4.4,1,5,7
CO/N=C/C(=N\Nc1ccccc1)C(=O)c1ccccc1,-0.5,-4,0.0,-4,10,-2,x,9,0,-6
Cc1ccc2c(c1)nnn2C1CCN(S(=O)(=O)c2ccc3ccccc3c2)CC1,-4.4,-3,-0.4,-2,-10,-19,2.3,13,0,-5
CC1CCc2c(sc(NC(=O)c3ccc(Cn4cc([N+](=O)[O-])cn4)o3)c2C#N)C1 (stereo not given),1.6,2,7.3,23,16,-5,2.0,3,3,8
CCOC(=O)Cc1csc(NC(=O)c2c(O)c3ccccc3n(CC(C)C)c2=O)n1,-1.1,-2,1.7,-2,10,10,-2.1,15,0,-15
CCS(=O)(=O)N1CCN(CC(=O)NC2CCCCC2)CC1,-2.0,4,1.6,3,0,1,x,-6,1,0
COc1ccc(C)cc1S(=O)(=O)Nc1ccc2c(c1)N(C(C)=O)CCC2,-0.6,3,0.9,2,6,3,1.1,x,-1,4
